Bioassay records: PubChem BioAssay, National Center for Advancing Translational Sciences (NCATS)
aSyn yeast rescue = inhibitors of alpha-synuclein toxicity in yeast; Potency, µM (titrated, usually from 46.1 µM), for the others: at the top dose growth rescue (activation), hits mostly activators; 94,000 compounds, 0.02% hits; S. cerevisiae alpha-synuclein toxicity rescue, BacTiter-Glo growth, 24 h; AID 1347070; active = well fitted activation curve with a large enough effect; also: 0% is about no effect
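Growth restoration measured by BacTiter-Glo luminescence after 24 hr at 30 deg C; alpha-synuclein yeast, raffinose-pregrown to mid-log, were added at OD600=0.02 in galactose medium onto pinned compounds.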
Numbers without * were called inactive; & = joins results of further samples. Potency is read from the fitted curve at half-maximal effect. Only part of the results is shown; rates above refer to the full screens.

Structure	aSyn yeast rescue
Cc1ccc(C)c(-c2nnc(NC(=O)c3ccc4c(c3)OCCO4)o2)c1	2%
CCN(CC(=O)Nc1ccc(NC(C)=O)cc1)C(=O)c1cc(CN2C(=O)c3ccccc3C2=O)ccc1OC	-6%
COc1ccc(-c2noc(N3CCC(C(=O)Nc4ccc(OC)c(OC)c4)CC3)n2)cc1	-3%&-14%
NS(=O)(=O)c1ccc(CCNC(=O)c2ccc([N+](=O)[O-])cc2[N+](=O)[O-])cc1	1%
CCCn1nc(C(=O)Nc2ccc(S(=O)(=O)Nc3ncccn3)cc2)c2ccccc2c1=O	-1%
COc1ccc(NS(=O)(=O)/C=C/c2ccc(OC)c(OC)c2)cc1	-2%
Cc1ccc(NC(=O)NCc2cccn2Cc2ccccc2)cc1F	3%
CS(=O)(=O)N(CC(=O)N1CCCC1)c1ccc(F)cc1	-2%
Cc1ccc(NC(=O)CSc2nc3ncccc3[nH]2)cc1F	-1%
COc1cccc(NC(=O)N(Cc2cn(C)c3ccccc23)C2CCCCC2)c1	4%
Oc1ccc(N=Nc2ccccc2C(F)(F)F)c2cccnc12	-2%
COC(=O)c1cc(=O)n(CCc2ccc(OC)c(OC)c2)c(=Nc2ccc(F)c(Cl)c2)s1	1%
CCCNC(=O)C1CCC(Cn2c(=O)c3sccc3n(Cc3cccc(OC)c3)c2=O)CC1 (stereo not given)	6%
COC(=O)c1cc2sccc2n1Cc1ccccc1	-12%
N#C/C(=C\c1ccc(-c2ccc(Cl)c(C(=O)O)c2)o1)c1nc2ccccc2[nH]1	-3%
CCc1ccccc1-n1c(SCC(=O)Nc2ccc(C)cc2)nc2n[nH]c(C)c2c1=N	6%
Cc1cccc(-n2c(=O)c3c(c4cc(C)ccc4n3C)n(CC(=O)Nc3ccc(C)cc3C)c2=O)c1	3%
Cc1nnc(N2CCN(c3cccc(C(F)(F)F)c3)CC2)c2c1nnn2Cc1ccccc1	-3%
CCOc1ccc(NS(=O)(=O)c2ccc(C(=O)N3CCCC(C)C3)cc2)cc1 (stereo not given)	7%
COc1ccc(NC(=O)Cn2c(=O)n(CCc3ccccc3)c(=O)c3sc4ccccc4c32)cc1	-6%
CN(/N=C/c1ccccc1Cl)c1ncc(Cl)cc1C(F)(F)F	-8%
COc1ccccc1Cn1c(=S)[nH]c2cc(C(=O)N3CC(C)CC(C)C3)ccc2c1=O (stereo not given)	-1%
CCOc1ccc(NC(=O)CN2CCCN(Cc3cc(C)ccc3C)S2(=O)=O)cc1	0%
COc1cccc(-c2cc(C(=O)NCc3cccs3)no2)c1	-2%
COc1cc(C(=O)OCC(=O)Nc2cc(C)on2)c([N+](=O)[O-])cc1OC	1%
O=C(CSCc1cnn(-c2ccccc2)c1-n1cccc1)NCc1ccc(Cl)cc1	-2%
O=C(CCC1CCCN(C(=O)C2(c3ccccc3)CC2)C1)N1CCN(c2ccccn2)CC1 (stereo not given)	4%
Nc1nc(SCC(=O)Nc2cccc(C(F)(F)F)c2)n[nH]1	-10%
Cc1oc2ncn(CC(C)C)c(=O)c2c1C(=O)Nc1cccc(C(F)(F)F)c1	6%
O=C(NCCSc1c[nH]c2ccccc12)c1ccc2c(c1)OCO2	4%
O=C(N/C(=C\c1ccc(-c2ccccc2)o1)C(=O)N1CCOCC1)c1ccccc1	0%
Cc1ccc(C(=O)C2=C(O)C(=O)N(Cc3cccnc3)C2c2ccc(Cl)cc2)o1 (stereo not given)	-3%
CCn1c2ccccc2c2nnc(SCCN3CCCCC3)nc21	-1%
Cc1cccc(-c2noc(CN(C(=O)c3ccccc3Cl)C(C)C)n2)c1	23%
Cn1nnc(NC(=S)NC(=O)/C=C/c2ccco2)n1	6%
Cc1cc(/C=C2\SC(=S)NC2=O)c(C)n1-c1ccccc1	-2%
COc1ccc([C@@H]2C[C@H]3[C@@H](CN2S(=O)(=O)c2ccccc2)C(=O)C[C@@H](c2ccc(C)cc2)N3S(=O)(=O)c2ccc(C)cc2)cc1	9%
O=C1CCc2cc(S(=O)(=O)N3CCCC3C(=O)NC3CCCCCCC3)ccc2N1 (stereo not given)	1%
CC(=O)N1CCC(C(=O)Nc2cc(S(=O)(=O)N3CCCCC3)ccc2C)CC1	-1%
O=S(=O)(c1ccc(Br)cc1)c1nnn2c1nc(NCc1cccs1)c1sccc12	2%
C[C@@H]1CCCCO[C@@H](CN(C)C(=O)CCCN(C)C)[C@@H](C)CN([C@H](C)CO)C(=O)c2cc(NC(=O)CCC(F)(F)F)ccc2O1	4%
c1ccc(CN=C2CCCc3ccccc3N2)cc1	-11%
CCOC(=O)C1CCCN(S(=O)(=O)c2cc3c4c(c2)CCC(=O)N4CCC3)C1 (stereo not given)	-7%
CC(Sc1nnc(NC2CC2)s1)C(=O)Nc1ccc(N2CCOCC2)cc1 (stereo not given)	2%
CC1Cc2ccccc2N1S(=O)(=O)c1cccc(C(=O)NCCCn2ccnc2)c1 (stereo not given)	3%
Cc1cccc(CNC(=O)c2ccc3c(c2)N(C)CCS3)c1	-1%&-6%
C[C@@H]1CN([C@@H](C)CO)C(=O)CCCn2cc(nn2)CO[C@H]1CN(C)C(=O)OCc1ccccc1	0%
Cc1ccccc1Nc1c(-c2c[nH]c3ccccc23)nc2ccccn12	5%
CC(C)C(=O)NC(Nc1cc(C(F)(F)F)ccc1Cl)C(Cl)(Cl)Cl (stereo not given)	3%
O=C(c1cc(-c2ccccc2)nn1-c1ccccc1)N1CCN(S(=O)(=O)c2cccc(F)c2)CC1	0%
Cc1ccc(CN2C(=O)N/C(=C\c3cccn3-c3cccc(C(=O)O)c3)C2=O)cc1	2%
O=C(Nc1cccc2ccccc12)c1cccc(F)c1	5%
CCOC(=O)C1CCN(S(=O)(=O)c2csc(C(N)=O)c2)CC1	-4%
CCc1cccc(C)c1NC(=O)CC1Oc2ccc(C)cc2NC1=O (stereo not given)	-10%
CCOc1cc(/C=C(\C#N)C(=O)Nc2ccccc2C)ccc1OCc1cc(=O)n2nc(CC)sc2n1	15%
CN(CCN1CCOCC1)Cc1nc(-c2ccc(Cl)cc2)no1	10%
CCCCn1c(=O)c2oc3ccccc3c2n(Cc2ccc(OC)cc2)c1=O	-12%
COc1ccc(C)cc1-n1c(-c2ccc(Cl)cc2)cc2c1CC(C)(C)CC2=O	-15%
Cc1ccc(NC(=O)C2CCCN(S(=O)(=O)c3ccc4[nH]c(=O)ccc4c3)C2)cc1C (stereo not given)	0%
O=c1c2cccnc2n(Cc2cccc(F)c2)c(=O)n1Cc1ccc(F)cc1	-7%

Entries listed so far that contain a nitro group on carbon (two):
Structure	aSyn yeast rescue
NS(=O)(=O)c1ccc(CCNC(=O)c2ccc([N+](=O)[O-])cc2[N+](=O)[O-])cc1	1%
COc1cc(C(=O)OCC(=O)Nc2cc(C)on2)c([N+](=O)[O-])cc1OC	1%

Ordered by count of non-hydrogen atoms (falling): some entries from above
Structure	aSyn yeast rescue
COc1ccc(C)cc1-n1c(-c2ccc(Cl)cc2)cc2c1CC(C)(C)CC2=O	-15%
Cc1ccccc1Nc1c(-c2c[nH]c3ccccc23)nc2ccccn12	5%
c1ccc(CN=C2CCCc3ccccc3N2)cc1	-11%

New compounds follow
Structure	aSyn yeast rescue
OCC1(Cc2ccccc2C(F)(F)F)CCN(Cc2ccncc2)CC1	2%
Cc1ccc(Nc2nc(N)c([N+](=O)[O-])c(NCc3ccco3)n2)cc1	13%
O=C(CNS(=O)(=O)c1ccccc1)OCC(=O)c1cccc([N+](=O)[O-])c1	-13%
CCN1CCN(CCCNC(=O)c2cnn(-c3ccc(OC)cc3)c2C2CCN(C(=O)OC(C)(C)C)CC2)CC1	7%
O=C(OCc1cn([C@H]2C[C@H](c3ccc(Cl)cc3)N(C(=O)C3CCCCC3)C[C@@H]2O)nn1)c1ccccc1	2%
O=C(Cn1nnc2ccccc21)NNC(=O)c1ccccc1	-6%
COc1ccccc1CNC(=O)c1ccc(CSc2nc3ccncc3n2Cc2ccccc2C)cc1	-9%
Cc1cc(O)c(C(=O)c2cnc3c(c2)COc2ccccc2-3)cc1Cl	5%
COc1ccc(NC(=O)C2=C(C)C(=O)OC23CCC(C)CC3)c(OC)c1 (stereo not given)	2%
CCOCCc1nnc(NC(=O)C(=O)c2cc(C)n(-c3cccc(Cl)c3)c2C)s1	18%
CCOC(=O)C1CCN(C(=O)c2ccc3c(c2)sc2nc(-c4ccccc4)cn23)CC1	20%
COc1cc(OC)c(NC(=O)c2cn(C3CCCC3)c(=O)c3c2c2ccccc2n3C)cc1Cl	8%
Cc1ccc(Cl)cc1NC(=O)N[C@@H](CC(C)C)C(=O)O	0%
CCCSc1nnc2c(n1)OC(c1ccc(OCC(=O)O)cc1)Nc1ccccc1-2 (stereo not given)	-17%
Cc1cc(C)nc(N/N=C2/CCSc3ccc(F)cc32)n1	-15%
COc1ccc(S(=O)(=O)N2CCCC(C(=O)NC3CC3)C2)cc1Cl (stereo not given)	-2%
COc1ccccc1CNC(=O)COC(=O)c1ccc(-n2cnnn2)cc1	-10%
NC(=O)CSc1ncc2c(n1)-c1ccccc1N(Cc1ccccc1)S2(=O)=O	9%
COc1ccc(CN(C)C[C@H]2OCCCC[C@@H](C)Oc3ccc(NC(=O)c4ccccc4)cc3C(=O)N([C@H](C)CO)C[C@@H]2C)cc1	6%
CCC(C)NC(=O)c1cc2cc(S(=O)(=O)N3CCCCC3)ccc2n1C (stereo not given)	1%
Cc1nn(-c2ccccc2)c(C)c1/C=N/NC(=O)c1ccccc1NS(=O)(=O)c1cccs1	-1%
c1ccc(-c2cc(NCCN3CCCCC3)c3ccccc3n2)cc1	5%
COc1ccccc1N1CCN(C(=O)c2cn(CC(C)C)c(=O)c3c2c2ccccc2n3C)CC1	18%
CC(C)c1ccc(NC(=O)CSc2ncnc3c2sc2ccccc23)cc1	7%
Cc1cc(C)c(NC(=O)CCn2c(=O)c3cccn3c3cccnc32)c(C)c1	3%
C[C@@H]1CN([C@@H](C)CO)C(=O)c2cc(Br)cnc2O[C@@H]1CN(C)C(=O)C1CCCCC1	5%
CCOc1ccc(N2CC(C(=O)N3CCc4ccccc43)CC2=O)cc1 (stereo not given)	1%
Cc1ccc(Cl)cc1N1CCN(C(=O)Cn2ncc3c([nH]c4ccccc43)c2=O)CC1	-3%
CCN=C(NCC)SC1CC(=O)N(c2ccc(OCC)cc2)C1=O (stereo not given)	-14%
O=C(CN1C(=O)NC2(CCCC2)C1=O)OCc1ccc(Cl)c(Cl)c1	-7%
COc1ccc(Cl)cc1NS(=O)(=O)c1cc(Br)cc2c1N(C(=O)C1CC1)CC2	-5%
O=C(c1ccco1)N(Cc1cccnc1)c1nc2c(F)cc(F)cc2s1	-2%
Cc1ccc(NC(=O)c2c(C)nn(-c3ccccc3)c2-n2cccc2)c(Cl)c1	0%
COc1ccc(CCNCc2c(C(=O)O)c(C)n(Cc3c(F)cccc3Cl)c2C)cc1OC	9%
Cc1cccc(C(=O)NC(=O)Nc2c(C)cc(C)nc2C)c1	-1%
O=C(NC(=S)Nc1ccc([N+](=O)[O-])cc1)c1ccco1	3%
O=C(O)c1ccc2nc(-c3cc4cc(F)ccc4oc3=O)[nH]c2c1	-13%
CCCNC(=O)c1cnc2sc(N3CCCCC3)nn2c1=O	0%
CC1CCCCN1S(=O)(=O)CCNC(=O)c1ccccc1 (stereo not given)	-11%
Cc1nc2nncn2c(NCc2ccc(F)cc2)c1C	5%
O=C(COC(=O)c1cc(=O)c2ccccc2o1)NC1CCCCC1	7%
O=C(Nc1ccc(Br)cc1F)C(NS(=O)(=O)c1cccc2nsnc12)c1ccccc1 (stereo not given)	18%
COc1ccc(N2CCN(C(=S)Nc3ccc(S(N)(=O)=O)cc3)CC2)cc1	-5%
CC(=O)NCCc1c[nH]c2ccc(OCC(O)CNC(C)(C)C)cc12 (stereo not given)	-3%
O=C(NNC(=O)c1ccc(S(=O)(=O)N2CCCCC2)cc1)c1ccc(F)cc1	14%
COc1ccc(N(C(=O)Cn2nnc3ccccc32)C(C(=O)NCc2ccccc2)c2ccc(F)cc2)cc1 (stereo not given)	-3%
COc1ccc(CC(=O)Nc2sc3c(c2C(=O)Nc2cccc(Cl)c2)CCCCC3)cc1	1%
O=C1OC(/C=C/c2ccc(Cl)cc2Cl)=NC/1=C\c1cccs1	9%
O=S(=O)(NCc1nc2cccnc2n1Cc1ccccc1Cl)c1ccc(F)c(Cl)c1	5%
Nc1c(-c2cccc(Cl)c2)cnc2c(-c3ccccc3)cnn12	3%
CCCCc1ccc(Nc2cc(C)nc(-n3nc(C)cc3C)n2)cc1	-17%
O=C(/C=C/c1ccccc1)c1ccc2c3c(cccc13)CC2	17%

Given field by field: part of the list above.
> COc1ccc(N2CCN(C(=S)Nc3ccc(S(N)(=O)=O)cc3)CC2)cc1
  aSyn yeast rescue: -5%

> O=C1OC(/C=C/c2ccc(Cl)cc2Cl)=NC/1=C\c1cccs1
  aSyn yeast rescue: 9%

> O=C(/C=C/c1ccccc1)c1ccc2c3c(cccc13)CC2
  aSyn yeast rescue: 17%
